RORA act: activates the human nuclear receptor RORA; CHO-K1 Gal4-RORA LBD luciferase reporter, luminescence; percent increase over mock-subtracted basal signal; activation, % at 10 µM; 1.5% of 65,000 active; AID 560;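 active = activation above the mean of all tested compounds plus 3 SD, cut at about 49% in these data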;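 also: 0% = DMSO-treated RORA cells and 100% = added signal equal to DMSO minus mock-transfected cells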
Target sequence (P35398 whole entry, looked up, the tested form may be a part): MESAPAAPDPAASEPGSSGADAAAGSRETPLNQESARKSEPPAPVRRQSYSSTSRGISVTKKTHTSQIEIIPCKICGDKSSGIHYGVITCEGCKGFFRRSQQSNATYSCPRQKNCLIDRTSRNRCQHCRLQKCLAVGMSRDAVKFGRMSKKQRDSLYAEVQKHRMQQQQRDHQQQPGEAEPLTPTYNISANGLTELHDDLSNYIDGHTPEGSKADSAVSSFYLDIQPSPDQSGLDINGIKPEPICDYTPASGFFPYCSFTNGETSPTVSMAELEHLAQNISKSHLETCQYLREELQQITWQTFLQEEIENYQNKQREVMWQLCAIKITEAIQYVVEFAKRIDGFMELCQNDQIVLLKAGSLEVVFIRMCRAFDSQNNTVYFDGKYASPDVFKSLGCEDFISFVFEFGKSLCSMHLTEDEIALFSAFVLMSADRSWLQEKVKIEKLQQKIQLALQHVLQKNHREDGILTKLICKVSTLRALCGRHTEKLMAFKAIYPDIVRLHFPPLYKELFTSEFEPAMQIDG
5HT1E antag: 5-HT1E (human) receptor antagonism. P28566. CHO 5-HT1E Ga15 NFAT-bla reporter, FRET, antagonist. inhibition, % at 6 µM. 0.99% of 65,000 active. AID 571;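 active = inhibition above a set limit, the mean inhibition across every tested compound plus 3 SD, cut at about 29% in these data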;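 also: signal is the 460 over 535 nm emission ratio of beta-lactamase substrate; 0% = agonist plus DMSO wells and 100% = wells without agonist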
AP ELISA ortho: alternative pathway complement inhibition, orthogonal assay; inhibition, % at 5 µM; Human serum alternative complement pathway, LPS-coated ELISA, C3 deposition; tested in compound mixtures; AID 1235; 0.08% of 62,000 active;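 active = inhibition above 30% in each of the two pooled mixtures holding the compound, so the lower value exceeds 30%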;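 also: 0% = serum in Mg-EGTA without compound and 100% = EDTA serum blank; some compounds past the cut are filed as inactive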
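Assay system: human serum alternative complement pathway, C3 deposition on LPS-coated wells; Dosing: 5 µM per compound in ten-compound mixtures; Detection: Anti-C3 ELISA, OD 450 nm; Buffer or medium: Mg2+-EGTA GVB++ buffer containing human serum at 1:15 dilution; Timing: 1 h at 37 °C; Replication: two different pools per compound.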
S1P1 ag-PAM: S1P1 (human) agonism or agonism potentiation. 0.57% of 56,000 active. activation, % at 9.5 µM. S1P1 CRE-bla cells, forskolin, beta-lactamase FRET, potentiator mode; S1P1 agonist co-added at EC20, 2 nM; 100% = saturating reference agonist, 0% = basal;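 active = activation above a cutoff set at the mean activation of all tested compounds plus 3 SD, cut at about 54% in these data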;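 also: forskolin at 4 µM as EC80 and the EC20 agonist is SEW2871; 100% = SEW2871 at its EC100 plus forskolin at EC80; some compounds past the cut are filed as inactive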
5-HT1A blocker: antagonists of human 5-HT1a serotonin receptor. P08908. CHO 5-HT1a Ga15 NFAT-bla reporter, antagonist mode. inhibition, % at 10 µM. 0.68% of 62,000 active. AID 612;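 active = inhibition above the mean of all tested compounds plus 3 SD, cut at about 43% in these data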;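 also: receptor stimulated by 5-CT agonist at 100 nM near EC80; beta-lactamase reporter measured by ratiometric fluorescence of a cleavable substrate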
Target sequence (P08908 whole entry, looked up): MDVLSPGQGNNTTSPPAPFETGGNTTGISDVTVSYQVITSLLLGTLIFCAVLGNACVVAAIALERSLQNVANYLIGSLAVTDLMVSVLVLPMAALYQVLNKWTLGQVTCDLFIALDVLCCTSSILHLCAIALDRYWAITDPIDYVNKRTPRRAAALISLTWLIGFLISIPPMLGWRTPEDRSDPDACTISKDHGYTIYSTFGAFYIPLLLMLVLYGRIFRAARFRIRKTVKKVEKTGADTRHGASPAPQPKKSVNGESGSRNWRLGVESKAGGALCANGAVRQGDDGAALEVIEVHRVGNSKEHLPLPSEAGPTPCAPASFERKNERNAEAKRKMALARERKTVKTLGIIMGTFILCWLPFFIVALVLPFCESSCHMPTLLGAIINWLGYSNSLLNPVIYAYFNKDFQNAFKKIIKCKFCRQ
S1P3 ag: activates the human S1P3 receptor; AID 373; S1P3 NFAT-BLA reporter cells, agonism, FRET ratio; relative to 1 µM S1P, basal subtracted; 0.1% of 60,000 active; activation, % at 4.5 µM; Q99500;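 active = activation above the screen-wide mean plus 3 SD, cut at about 4.5% in these data, passing the limit was not always enough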; also: some compounds called inactive have numbers as strong as hits
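material = human S1P3 NFAT-BLA reporter CHO cells | schedule = 4 h compound at 37 °C, 2 h substrate at RT | measured by = fluorescent BLA substrate, ex 405 nm, em 460/535 nm ratio | controls = 1 µM S1P reference | replication = primary once, confirmation triplicate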
SF1 activator: SF-1 (human) activation. activation, % at 10 µM. CHO-K1 Gal4-SF-1 LBD luciferase reporter; % increase over DMSO SF-1-specific signal. 1.9% of 65,000 active. Q13285;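 active = activation above the mean activation of all tested compounds plus 3 SD, cut at about 50% in these data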
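Assay system: CHO-K1 cells co-transfected with Gal4 DBD–human SF-1 LBD, 5xGal4 luciferase reporter / Input: 4,000 cells per well / Incubation: 20 h compound exposure at 37 °C after 1 h cell settling / Detection: SteadyLite luciferase luminescence / Control set: DMSO negative control and −SF1 background wells / Replication: one test per compound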
HTR1E agonist: 5-HT1E (human) receptor agonism. CHO 5-HT1E Ga15 NFAT-bla reporter, FRET; 0% DMSO wells, 100% control agonist wells. activation, % at 6 µM. 0.69% of 65,000 active;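 active = activation above a set limit, the screen-wide mean activation plus 3 SD, cut at about 8.5% in these data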;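 also: 100% = positive control agonist at 1 µM giving full maximal response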
tolC growth inh: growth inhibitors of E. coli BW25113 tolC mutant; OD615; growth inhibition, % at 10 µM (by protocol); 2.2% of 65,000 active;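 active = growth inhibition at or above a cutoff equal to the mean over every tested compound plus 3 SD, cut at about 60% in these data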;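 also: growth measured after 20 h incubation at 37 °C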
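Test system: E. coli BW25113 ΔtolC::kan bacteria | Medium: Kanamycin-containing LB broth (50 µg/mL) | Dosing: One dose of 10 µM final | Times: 20 h incubation with compound, 37 °C | Detection: Optical density read at 615 nm | Read-out basis: Percent growth inhibition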
The depositor's hits bear a star; / = not tested or not shown.

Screens in order: RORA act, 5HT1E antag, AP ELISA ortho, S1P1 ag-PAM, 5-HT1A blocker, S1P3 ag, SF1 activator, HTR1E agonist, tolC growth inh
- O=S1(=O)CC(N2CCCCC2)C(N2CCCCC2)C1 (centres undefined)
    4, 5, 8, -17, -3, -0.3, 0, 0.4, -25
- Cc1cc(C)n2cc(CSc3nnnn3-c3ccccc3)nc2n1
    -26, -4, 5, -5, -18, -0.5, 1, 1.0, 5
- CCOC(=O)c1c(C)[nH]c(C)c1C(=O)CSc1nc(N)cc(N)n1
    -7, -7, -1, -7, -2, 0.7, -9, 0.4, -2
- CCC(C)(C)n1c(=O)[nH]c2c(c1=O)CCC2
    -5, -2, 19, -30, -5, 0.3, -3, 0.0, -22
- CN(C(=O)c1cccc(C#N)c1)c1nnc(-c2ccncc2)s1
    -8, 1, 4, 4, -3, -0.1, -15, 0.0, -12
- CCOc1cc(-c2nc(-c3ccc(C)nc3OCC)no2)cc(OCC)c1OCC
    -7, -4, -11, /, -14, 0.0, 4, 1.2, -1
- CSc1ncccc1C(=O)OCc1ccccc1
    46, -4, -4, -23, -11, -0.1, 30, -0.9, 17
- COc1cc2c(c(OC)c1)C(c1cccc(OC)c1OC)CC(=O)N2 (centres undefined)
    -8, 2, 18, -13, 0, 0.3, -1, 0.4, -2
- O=C(c1cc(-c2cccc(O)c2)on1)N1CCOCC1
    -19, 17, 21, 5, -5, -0.9, 0, 0.1, -13
- CCOC(=O)C1CCN(C(=O)c2cccnc2)CC1
    -8, 1, 5, -23, 6, -0.1, -8, -0.1, -11
- COc1ccc(-n2c(C)nc3cc(C(=O)NCc4ccco4)ccc32)cc1
    2, 3, /, -20, 7, 0.7, 5, 0.6, 7
- COC(=O)c1cccc(NC(=O)C2COc3ccccc3O2)c1 (centres undefined)
    7, -6, -8, /, 0, -0.9, -8, -1.2, 44
- Cc1ccc(NC(=O)c2oc3c(c2C)C(=O)CC(C)(C)C3)cc1
    -10, 7, -3, -1, -3, 0.7, -1, -0.2, 16
- Nc1[nH]c(=S)[nH]c(=O)c1-c1ccccc1
    13, -7, 16, /, -4, -0.7, 23, -0.6, -7
- CCc1nnc(NC(=O)c2cc3ccccc3oc2=O)s1
    22, 2, -12, 15, -12, 0.8, 17, -0.2, -16
- Cc1ccc(NC(=O)C2CCN(S(=O)(=O)c3cnc[nH]3)CC2)nc1
    -5, -18, 13, 1, -12, -0.8, -8, 0.3, -14
- CNC(=O)c1[nH]cnc1C(=O)Nc1cccc(OC)c1
    -8, -1, -1, -19, -6, 0.1, 12, 0.2, 0
- O=C(NCCN1CCN(c2cccc(Cl)c2)CC1)C1CCCN(S(=O)(=O)c2cnc[nH]2)C1 (centres undefined)
    -13, -6, 11, -5, 22, -1.0, -10, 0.5, -5
- COC(=O)c1cn(C(C)C(=O)NCc2ccco2)c2ccccc12 (centres undefined)
    -1, -5, -6, /, 20, /, -13, 0.0, -1
- CCOC(=O)N1CCN(C(=O)c2ccc(C#CC3(O)CCCCC3)cc2)CC1
    4, 2, 7, -8, 0, -0.5, 1, -0.5, -7
- COc1ccccc1C(=O)N1CCN=C1SCc1cccnc1
    31, 5, -10, 5, 3, -0.5, -8, -0.4, -14
- CCOC(=O)CC1=C(C(=O)OCC)C(c2ccc(C)o2)C(C#N)=C(N)O1 (centres undefined)
    -7, 35*, 5, 18, 53*, -1.3, 13, -0.8, -21
- CC(C)NC(=O)CSCc1ccccc1Cl
    -22, -19, 5, 8, -10, -1.2, 10, 0.4, -5
- N#CC1=C(N)N2C(=C(C#N)C13CCCCC3)SC1CCCCC12O (centres undefined)
    -23, 4, 0, 20, -6, 0.8, 8, 0.0, 54
- Cn1c(CN2CCCCC2)c(C#N)c2ccccc21
    -5, 11, -9, 23, 2, -0.8, 5, -0.9, 2
- Cc1cccc(-n2ccnc2SCC(=O)Nc2nccs2)c1C
    13, 0, 16, -5, 2, -0.5, 20, -0.1, 0
- COc1ccc(CN(Cc2ccccn2)C(=O)CN2C(=O)COc3ccccc32)cc1
    10, 3, 7, 5, -2, -1.5, 6, 0.4, 7
- Cc1cc(C)cc(-n2nnc(C(=O)NCc3ccccc3Cl)c2N)c1
    6, 6, 8, -27, 23, -0.8, 14, 0.3, 0
- Cc1ccccc1NC(=O)CC1SC(=NC2CCCCC2)NC1=O (centres undefined)
    -12, -7, -2, /, 10, /, -13, -1.4, -3
- CCn1c(Cc2ccccc2)nnc1SCC(=O)Nc1ccc(N2CCOCC2)c(Cl)c1
    -16, 0, 10, /, -4, -1.3, 7, 0.9, 17
- O=C(CSc1nnc(C2COc3ccccc3O2)o1)N1CCCCC1 (centres undefined)
    32, -8, -2, -5, 0, -0.8, 14, 0.6, -3
- O/N=C1/CCCCc2sccc21
    -14, 15, -2, 11, -9, -1.5, -13, -0.8, -6
- COc1ccc2oc(=O)cc(C)c2c1
    4, -2, 0, 10, 4, 0.4, 6, 0.4, -12
- Cc1cc(C)n(-c2ccc(C(=O)OCC(=O)c3c(N)n(C)c(=O)n(C)c3=O)cc2)n1
    -10, -1, 23, 10, 5, 0.5, 1, 0.3, -7
- COc1nc2c(s1)C(=O)NCCC2
    -4, 3, 22, -12, 8, -0.9, -15, 1.1, -13
- COC(=O)C(C)Sc1nnc(Cc2cc(=O)[nH]c(=O)[nH]2)n1-c1ccc(Cl)cc1 (centres undefined)
    6, 8, 11, 6, -4, -0.5, -3, 0.8, 3
- CC(C)CNS(=O)(=O)c1ccc(CCC(=O)N2CCOCC2)cc1
    -15, 0, 1, -18, 6, -1.3, -21, -1.3, -9
- CCC(C#CCN1CCCCC1)(CC)OCCC#N
    0, -5, 2, -19, -10, -0.2, -12, -1.2, 10
- Cc1ccccc1-c1nc(CN2CCC(C(=O)N3CCN(c4ccccn4)CC3)CC2)c(C)o1
    18, 1, 6, -13, 6, -0.8, 6, 0.0, -4
- O=C(CSC1CCCCC1)N1CCN(c2ccccc2)CC1
    1, 11, 16, 14, 0, -0.9, 12, -0.6, 11

Quoted from the listing:
CCC(C#CCN1CCCCC1)(CC)OCCC#N @ SF1 activator = -12
Cc1ccccc1NC(=O)CC1SC(=NC2CCCCC2)NC1=O (centres undefined) @ tolC growth inh = -3

(next part)
Screens in order: RORA act, 5HT1E antag, AP ELISA ortho, S1P1 ag-PAM, 5-HT1A blocker, S1P3 ag, SF1 activator, HTR1E agonist, tolC growth inh
- CCCC(=O)Nc1nnc(-c2ccc(Cl)s2)o1
    8, -7, 10, -2, -11, -1.1, -34, 0.6, 5
- COC(=O)c1ccc2c(c1)N(Cc1nc(-c3cccc(Cl)c3)oc1C)C(=O)C1CCCN21 (centres undefined)
    1, -6, 13, -19, 9, -0.4, 5, -0.9, -2
- Clc1ccc(OCc2nnc(SCc3nc4ccccc4[nH]3)n2Cc2ccco2)cc1
    11, 3, 4, 61*, 1, -0.8, 10, 0.8, 54
- O=C(CSc1nnc(-c2ccncc2)o1)Nc1ccccc1Cl
    21, 14, 17, -4, 9, 0.3, 26, -0.4, -10
- CC(C)Oc1ccc(C(=O)N(CN2CCCC2=O)c2ccc(F)cc2)cc1
    -7, -1, 5, -7, 2, -0.7, 3, 0.0, 7
- COc1cccc(-c2cc(C(=O)N3CCCCC3C)no2)c1 (centres undefined)
    50*, -2, 16, 51, 1, -1.1, 86*, -0.7, 2
- Cc1cc(N2CCCC2)n2nc(C)c(-c3ccccc3)c2n1
    3, -10, 6, 16, -5, 0.0, 4, 0.0, -6
- CCOc1ccc(-n2c(SCC(=O)Nc3nccs3)nc3c(c2=O)SCC3)cc1
    16, -11, 21, 0, -9, -1.2, -3, 0.5, -3
- CCOc1ccc(C(=O)Nc2c3c(nn2-c2ccc(F)cc2)CS(=O)C3)cc1 (centres undefined)
    10, 27, 12, -5, -22, -0.9, -1, 0.2, -17
- CSc1ccc(NC(=O)NCCCN2CCN(c3ccccc3F)CC2)cc1
    0, 7, 23, 4, 36, -0.8, -2, 0.1, 9
- COC(=O)c1cccnc1-n1c(=O)c2cccnc2n(Cc2ccc(Cl)cc2)c1=O
    -10, -8, 5, /, 0, /, -7, -0.6, -1
- O=C(CSc1nnc(-c2cccc(S(=O)(=O)N3CCCCC3)c2)o1)c1ccc[nH]1
    10, -6, -20, 4, -6, 0.1, 16, 0.3, 10
- CCCCN(CC)CCNS(=O)(=O)c1ccc2c(c1)oc(=O)n2C
    -4, 9, 9, -8, 10, -0.2, 4, -0.3, -20
- O=C1C2C3C=CC(C3)C2C(=O)N1CC1CCCO1 (centres undefined)
    5, 2, 14, -8, -27, -0.9, -15, -0.2, -36
- Cc1ccc(C(=O)NC(Cc2c[nH]c3ccccc23)C(=O)O)o1 (centres undefined)
    -5, 2, -10, -15, 5, -0.3, 3, -1.0, -7
- O=C(c1cccs1)N1CCC(c2nc3c(nnn3Cc3ccccc3)c(=O)[nH]2)CC1
    10, -5, -26, 13, -3, -0.7, 2, -0.8, -32
- CC1(C)CC(=O)C2=C(C1)Nc1ccccc1NC2c1nc2ccccc2[nH]1 (centres undefined)
    4, 34*, 10, 1, -6, -0.4, -5, 0.3, -2
- CC1=C(C(=O)Nc2ccccc2)C(c2ccco2)n2ncnc2N1 (centres undefined)
    1, -4, 14, -5, 2, -0.2, 7, 0.2, -3
